Screening data from PubChem BioAssay.
TbHK1 inh: blocks Trypanosoma brucei hexokinase 1 activity | hit rate 0.11% among 220,000 | inhibition, % at 10 µM | recombinant TbHK1, G6PDH-coupled NADH A340;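 active = inhibition of 50% or more in the single-dose primary screen; inactive = inhibition below 50%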
p97 inhibitor: blocks human p97 ATPase activity | inhibition, % at 8 µM | recombinant p97 ATPase, Kinase-Glo ATP luminescence, 3 h | hit rate 0.42% among 220,000 | P55072; in the data active = inhibition above about 15%;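 note: 0% = DMSO vehicle and 100% = wells lacking enzyme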
p47phox inh: blocks human p47phox regulatory protein of NADPH oxidases | hit rate 0.53% among 220,000 | P14598 | p47phox/p22phox peptide binding, fluorescence polarization, 2 h | inhibition, % at 24.7 µM;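 active = inhibition above about 30%, limit read from the data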;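 note: 0% = p47phox with labelled peptide and 100% = labelled peptide alone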
Target sequence (P14598 whole entry, looked up): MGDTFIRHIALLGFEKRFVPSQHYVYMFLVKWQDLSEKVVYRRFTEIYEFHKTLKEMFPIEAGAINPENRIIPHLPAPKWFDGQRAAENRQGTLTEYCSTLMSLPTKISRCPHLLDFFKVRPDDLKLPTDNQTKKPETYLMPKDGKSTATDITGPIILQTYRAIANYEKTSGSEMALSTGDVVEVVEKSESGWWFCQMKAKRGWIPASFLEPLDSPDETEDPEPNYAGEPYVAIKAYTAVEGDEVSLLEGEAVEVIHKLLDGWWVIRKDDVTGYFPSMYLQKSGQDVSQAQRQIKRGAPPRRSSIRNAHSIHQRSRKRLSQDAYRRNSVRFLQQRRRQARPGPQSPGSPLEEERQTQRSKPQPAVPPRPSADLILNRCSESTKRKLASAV
Ba/F3 V617F tox: reduce viability of Ba/F3 cells dependent on JAK2V617F. hit rate 1.1% among 220,000. Ba/F3 EpoR-JAK2V617F viability, ATP luminescence. AID 1446. inhibition, % at 5.6 µM;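 active = inhibition above the campaign mean plus 3 SD over all tested compounds, cut at about 24% in these data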;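 note: cytokine-independent growth of Ba/F3 cells driven by EpoR plus mutant JAK2; 0% = DMSO-treated cells and 100% = JAK inhibitor I control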
Furin inh: human furin inhibition. purified furin, fluorogenic substrate cleavage. inhibition, % at 30 µM. hit rate 0.061% among 220,000. AID 463115; in the data active = inhibition above about 25%; note: inactives centre near -15
BaF3 tox: parental Ba/F3 viability inhibition as JAK2V617F counter-screen; inhibition, % at 5.6 µM; hit rate 1.1% among 220,000; CellTiter-Glo ATP luminescence;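 active = inhibition above a per-campaign cutoff, the mean inhibition of all tested compounds plus 3 SD, cut at about 27% in these data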;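 note: 0% = DMSO wells and 100% = JAK Inhibitor I control wells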
PGE2 EP2 inh: EP2 receptor (human) inhibition; C6 glioma cells expressing human EP2, cAMP TR-FRET; cells stimulated with saturating PGE2; inhibition, % at 25 µM; hit rate 0.52% among 260,000; AID 1422;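 active = percent inhibition above 40 after rounding to a whole number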;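 note: rat C6 glioma host cells with rolipram phosphodiesterase inhibitor present; the protocol text gives 20 µM as final concentration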
Target sequence (P43116 whole entry, looked up): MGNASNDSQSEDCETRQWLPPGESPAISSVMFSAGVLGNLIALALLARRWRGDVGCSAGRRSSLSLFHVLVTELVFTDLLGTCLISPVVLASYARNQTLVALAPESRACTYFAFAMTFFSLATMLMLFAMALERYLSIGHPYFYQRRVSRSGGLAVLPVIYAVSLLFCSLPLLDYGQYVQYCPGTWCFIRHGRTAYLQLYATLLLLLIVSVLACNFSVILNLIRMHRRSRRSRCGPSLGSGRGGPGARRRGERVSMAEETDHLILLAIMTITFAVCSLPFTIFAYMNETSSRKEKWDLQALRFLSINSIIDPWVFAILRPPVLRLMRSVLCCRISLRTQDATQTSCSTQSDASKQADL
RBBP9 inh: blocks human serine hydrolase RBBP9 | O75884 | recombinant RBBP9, FP-Rh probe fluorescence polarization | inhibition, % at 7.94 µM | hit rate 0.2% among 220,000 | AID 1515;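 active = inhibition above the campaign mean of all tested compounds plus 3 SD, cut at about 14% in these data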;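 note: plate controls were DMSO wells with RBBP9 for no effect and wells lacking RBBP9 protein for full effect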
Target sequence (O75884 whole entry, looked up): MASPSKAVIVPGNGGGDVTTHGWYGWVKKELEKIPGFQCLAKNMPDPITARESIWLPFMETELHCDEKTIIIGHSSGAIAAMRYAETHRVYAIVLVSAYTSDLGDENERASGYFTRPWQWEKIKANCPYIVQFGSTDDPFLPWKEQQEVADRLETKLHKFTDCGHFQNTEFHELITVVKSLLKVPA
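System: RBBP9 protein / Quantity: 2.5 µM RBBP9 dispensing solution, before mixing / Also added: Serine-hydrolase probe FP-Rh, 375 nM pre-mixing / Dosing: 7.94 µM single dose, 0.794% DMSO / Timing: enzyme-compound preincubation 30 min, then probe labeling 45 min, 25 °C / Signal: FP readout at 525/598 nm / Controls: DMSO-treated enzyme wells and wells lacking RBBP9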
PPC-1+TRAIL kill: kills PPC-1 cancer cells in the presence of TRAIL | PPC-1 cells + TRAIL, ATPLite viability luminescence | cell killing (% activity), % at 4 µM | hit rate 0.41% among 220,000 | AID 1443;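 active = cell killing above 50% in the first pass at 4 µM, then a duplicate retest at 5 µM averaging 50% or more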;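 note: plate controls were cells with TRAIL plus DMSO for no effect and medium-only wells lacking cells for full effect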
* marks the source's active call; other numbers are inactive results; · = no result given; & = joins results of further samples; [ ] = remark or other dose. Some of the compounds tested; the hit share may differ from the screen's.

Every second line gives: Ba/F3 V617F tox	Furin inh	TbHK1 inh	p47phox inh	RBBP9 inh	BaF3 tox	p97 inhibitor	PGE2 EP2 inh	PPC-1+TRAIL kill
O=C(O)c1cccc(NC(=O)c2ccc(S(=O)(=O)c3ccccc3)cc2)c1
    1	-2	3	-7	-5	9	-5	2	11
CCN(CC)CCC(=O)Nc1cccc2c1C(=O)c1ccccc1C2=O
    85*	-12	-7	15	1	68*	3	8	27
CCN(C(=O)CCS(=O)(=O)c1ccc(Br)cc1)c1ccc2c(c1)OCO2
    4	-16	3	-5	-7	1	-6	11	-6
CCOCCCNC(=O)c1ccc2c(c1)OCO2
    -4	-16[20 µM]	5	3	1	3	6	7	4
Cn1c(Cn2nnc3ccccc32)nnc1SCC(=O)c1ccccc1F
    -1	-15[20 µM]	3	-11	-4	5	3	7	-4
COCCn1c(-c2ccc(OC)cc2)cnc1SCC(=O)Nc1cccc2ccccc12
    2	-4[20 µM]	3	-3	2	5	-7	8	5
O=C(O)/C=C\C(=O)Nc1cccc(C(=O)Nc2cccc(O)c2)c1
    0	-19	-6	-4	-1	7	6	7	25
COc1ccc2sc(C)nc2c1NC(C)=O
    2	-18	4	3	1	4	4	11	5
O=C(NCc1ccco1)c1ccccc1NS(=O)(=O)c1ccc(Cl)s1
    -2	-9[20 µM]	-2	-8	-3	5	-7	11	1
COc1ccc(/C=N/NC(=O)c2ccccc2[N+](=O)[O-])cc1CN1CCc2cc(OC)c(OC)cc2C1C (stereo not given)
    -1	-9	-6	3	2	2	7	10	3

Looked up by structure from above:
Every second line gives: Ba/F3 V617F tox	Furin inh	TbHK1 inh	p47phox inh	RBBP9 inh	BaF3 tox	p97 inhibitor	PGE2 EP2 inh	PPC-1+TRAIL kill
O=C(NCc1ccco1)c1ccccc1NS(=O)(=O)c1ccc(Cl)s1
    -2	-9[20 µM]	-2	-8	-3	5	-7	11	1
O=C(O)c1cccc(NC(=O)c2ccc(S(=O)(=O)c3ccccc3)cc2)c1
    1	-2	3	-7	-5	9	-5	2	11

The results go on.
Every second line gives: Ba/F3 V617F tox	Furin inh	TbHK1 inh	p47phox inh	RBBP9 inh	BaF3 tox	p97 inhibitor	PGE2 EP2 inh	PPC-1+TRAIL kill
CC(C)(C)C(=O)Nc1ccccc1C(=O)N1CCCC1
    -4	-14[20 µM]	0	-2	-2	-2	-1	12	6
COc1ccc(-c2csc(NC(=O)COC(=O)C3=COCCO3)n2)cc1
    -2	-18	0	-7	-5	1	5	5	11
COc1ccccc1N1CCN(c2ccc([N+](=O)[O-])cc2Cl)CC1
    -5	-9	-13	-10	3	-2	4	9	13
Cc1nc(CN2CCN(Cc3nc(C(c4ccccc4)c4ccccc4)no3)CC2)cs1
    -2	-22	-17	11	-3	0	2	9	12
Cc1c(C(=O)Nc2ccccc2)cn2c(nc3ccccc32)c1C#N
    -1	-4	9	-11	-4	2	4	11	16
CCN1C(=O)/C(=C/c2nc3ccccc3c(=O)n2-c2ccc(C)cc2)c2ccccc21
    -3	-18	3	-13	-2	0	6	10	17
Cc1cc(C)n(CCOC(=O)c2sc3ccccc3c2Cl)n1
    1	-5	2	-10	-3	2	-4	13	24
c1coc(CNc2nc3sc4c(c3c3ncnn23)CCCC4)c1
    -2	-22	-2	-5	-3	4	-1	11	2
CC[n+]1c(C)sc2sc3ccccc3c21
    0	-26	5	-5	-2	-8	2	7	12
COc1ccc(S(=O)(=O)N2CCCCC2)cc1-n1cnnn1
    -4	-31	-6	-4	-5	2	4	10	7
CC(C)(CNS(C)(=O)=O)SCc1ccc(Cl)cc1
    0	-10	-8	0	5	1	-1	5	2
O=C(Nc1ccc(O)cc1)c1c(O)c2c([nH]c1=O)CCCC2
    1	-18	-10	-8	-5	-1	2	7	28
Cc1cc(=O)n(C)c(=O)n1CCCCCCOc1cccc([N+](=O)[O-])c1
    0	-5	18	-3	-2	4	-3	8	6
CN(C)c1ccc(C(=O)OCC(=O)NC2CCCCC2)cc1
    0	-30[20 µM]	-20	-5	-6	5	-1	14	8
Cc1sc2ncn(CC(=O)Nc3cccc(S(N)(=O)=O)c3)c(=O)c2c1-c1ccccc1
    -2	-23	-11	-18	-17	-4	8	16	5
CCN1/C(=C/C(=O)c2ccco2)Sc2ccccc21
    3	-14	7	-10	-4	5	-5	7	8
COc1ccccc1/C=C/C(=O)c1c2c(c(C)[nH]c1=O)CCCC2
    0	-4[20 µM]	-17	-16	-1	-1	11	4	24
O=C(CN1CCCCC1)NCCNc1ccc(C(F)(F)F)cc1[N+](=O)[O-]
    4	-8	2	-4	3	6	-1	6	25
Cc1nc(NC(=O)C2CC2)sc1C
    -1	-9	0	-3	-9	3	0	2	-3
CN(C)S(=O)(=O)c1cccc(N=C2NN=C(c3ccccc3)CS2)c1
    -1	-13	-8	-16	-5	3	5	4	-5
Cc1cccc(OCc2nc(-c3ccc(Br)o3)no2)c1
    -1	-26	-4	-5	-2	6	4	9	15
CCc1nnc(N/N=C/c2c(Cl)cccc2Cl)n1N
    3	-26[20 µM]	-4	-16	-6	5	3	13	6
O=C(CNS(=O)(=O)/C=C/c1ccccc1)OC1CCOC1=O (stereo not given)
    -4	-3	-5	-5	-5	-2	7	5	-2
CC(C)NC(=O)COC(=O)C1CSC2(c3ccc(Br)cc3)CCC(=O)N12 (stereo not given)
    -1	-23	0	-10	-5	3	2	2	17
COc1ccc(C2OC(=O)c3ccccc3S2)cc1 (stereo not given)
    0	-27	4	-15	-4	6	2	2	-9
CCOC(=O)c1cn(C2CC2)c2c(F)c(F)c(F)cc2c1=O
    2	-18	-11	7	-1	7	1	9&6	16
CCOc1ccc(NC(=O)C(C)Sc2nnnn2C)cc1 (stereo not given)
    -1	-24[20 µM]	1	-1	1	7	3	0	-8
O=C(C[n+]1cc(-c2ccc(F)cc2)n2c1CCC2)OCc1ccccc1
    -4	-13	10	-1	-5	10	4	10	-11
CCOC(=O)c1c[nH]n(-c2ccccc2)c1=O
    1	-22	3	2	-3	3	-2	7	17
O=C(COc1ccccc1Cl)NC(=S)Nc1cccc(NC(=O)c2ccccc2Cl)c1
    -3	-13[20 µM]	-9	-21	-2	5	7	7	8
O=C1c2ccccc2C(=O)N1CCCSc1nc2ccccc2o1
    2	-15	0	-6	-13	7	-8	13	8
CC1CN(Cc2nc3c(c(=O)n(C)c(=O)n3C)n2CC(O)CO)CC(C)O1 (stereo not given)
    -3	-25	-2	0	-5	1	5	4	4
Cc1cccc(C)c1NC(=O)CSc1nnc(-c2ccco2)c(-c2ccco2)n1
    3	-10[20 µM]	7	-12	7	3	0	14	-17
CCO[C@@H]1OC(C(=O)N2CCN(Cc3ccccc3)CC2)=C[C@H](c2cn(C(C)=O)c3ccccc23)[C@H]1CCCO
    3	-15	-10	·	4	0	-3	3	3
C[C@H](NC(=O)OC(C)(C)C)c1nnc(SCC(=O)Nc2ccc(Br)cc2)o1
    4	-20	1	-7	-3	6	-2	17	-6
O=C(Oc1ccccc1OC(=O)N1CCOCC1)N1CCOCC1
    0	-22	3	-9	1	5	1	·	2
COc1cccc(Nc2ncccc2C(=O)NCc2ccccc2)c1
    5	-1[20 µM]	-3	-42	-1	6	-2	18	-15
Cc1cccc(NC(=O)CSc2nnc(-c3cc(C)n(-c4ccccc4)c3C)o2)c1C
    -5	-7	9	-14	-12	2	3	·	16
CCOC(=O)C(NCc1ccccc1OC)(NC(=O)c1ccccc1)C(F)(F)F (stereo not given)
    0	-11[20 µM]	5	-11	-1	3	5	5	-25
O=C1c2cc([N+](=O)[O-])cc3cc([N+](=O)[O-])cc(c23)C(=O)N1c1ccccn1
    -2	-15	-2	-7	15*	-7	0	5	1
Cn1cccc1Cc1nnc(SCC(=O)Nc2nccs2)n1CCc1ccccc1
    2	-3	2	-12	-7	3	-3	·	24
COc1cc2c(cc1O)[C@@H]1Cc3cc(OC)c(OC)cc3C(C2)N1C
    ·	-11	-7	-2	·	·	·	12	8
CC(OC(=O)CCC(=O)c1cccs1)C(=O)Nc1ccc(Cl)cn1 (stereo not given)
    -2	-20	2	-4	-4	4	2	6	5
COc1ccc([N+](=O)[O-])cc1NC(=O)CC(C)c1ccccc1 (stereo not given)
    -1	-19[20 µM]	-10	-5	-1	4	2	6	14
CC(C)(C)n1nnnc1C(c1cccc(C#N)c1)N1CCN2CCCC2C1 (stereo not given)
    -2	-27	-3	-17	1	3	1	0	-9
CCOC(=O)CSc1nc2cc(C(=O)OC)ccc2c(=O)n1CCN1CCOCC1
    1	-17	-18	2	-7	8	-2	5	2
O=C(O)C(F)(F)S(=O)(=O)O
    -2	-21	-1	-5	-5	0	5	5	24
CCOc1ccc2nc(SCC3CC3(Cl)Cl)[nH]c2c1 (stereo not given)
    -2	-18	-7	-8	-7	-2	-2	5	26
O=C(NCc1ccccn1)c1cc(-c2ccccc2)nc2ccccc12
    -1	-17	-8	-4	-3	9	3	0	9
COc1ccc(C(=O)NCC(=O)OCC(=O)c2ccc3c(c2)OCCO3)cc1
    -1	-12[20 µM]	-12	-4	-15	1	-5	8	25

3 compounds from above, sorted by the number in TbHK1 inh, low to high.
compound,TbHK1 inh
CC(C)(C)n1nnnc1C(c1cccc(C#N)c1)N1CCN2CCCC2C1 (stereo not given),-3
O=C(O)C(F)(F)S(=O)(=O)O,-1
CC(OC(=O)CCC(=O)c1cccs1)C(=O)Nc1ccc(Cl)cn1 (stereo not given),2

Additional compounds.
Every second line gives: Ba/F3 V617F tox	Furin inh	TbHK1 inh	p47phox inh	RBBP9 inh	BaF3 tox	p97 inhibitor	PGE2 EP2 inh	PPC-1+TRAIL kill
COc1ccc(-c2cn3cccnc3n2)cc1NS(=O)(=O)c1ccccc1
    5	-7	-18	1	-7	5	5	-2	18
COc1ccc(NC(=S)NCCCCCC(=O)C[N+](=O)[O-])cc1
    -2	-4	-5	6	4	5	4	0	-21
COc1ccc(OC)c(NC(=S)NCCSc2ccc(C)cc2)c1
    -1	-33	-3	-21	-12	5	-1	2	20
CCOC(=O)Cc1nnc(Nc2cccc(O)c2)c2ccccc12
    -4	-17[20 µM]	-25	-4	-1	4	4	10	-12
COC(=O)c1c(NC(=O)CN2CCC3(O)CCCCC3C2c2cc(OC)ccc2OC)sc(C)c1C (stereo not given)
    9	-15	-15	-38	-4	21	-5	14	41
O=C(NCc1ccncc1)C(=O)Nc1nccs1
    1	-16	-4	1	-9	-5	-3	5	-6
CC1CCc2c(sc(NC(=O)c3ccc(Cn4cc(Br)cn4)o3)c2C(N)=O)C1 (stereo not given)
    0	-4[20 µM]	1	-15	-7	2	1	10	6
CCOC(=O)N1CCC(NC(=O)c2ccc3c(c2)N(C)CCS3)CC1
    5	-9[20 µM]	-9	-4	2	7	2	5	10
NC(=O)c1sc2cc(C(F)(F)F)cnc2c1-c1cccs1
    -1	-12[20 µM]	-10	-8	-4	3	0	7	19
c1cncc(-c2nc(N3CCCCCC3)c3ccccc3n2)c1
    -2	-12	-19	-1	2	0	-2	·	-2
CC(=O)Oc1ccc2nc(-c3cccs3)oc(=O)c2c1
    1	-5[20 µM]	-1	10	-4	-5	8	9	12
Cc1nnc(SC(C)C(=O)Nc2c(C)n(C)n(-c3ccccc3)c2=O)n1N (stereo not given)
    1	-17	0	4	-2	4	3	5	12
CN(CC(=O)O)S(=O)(=O)c1ccc(F)cc1
    -2	-22[20 µM]	5	-10	-2	0	-2	6	6
Cc1cccc(NC(=O)Cn2c(=O)n3nc(CCn4nc(C)cc4C)nc3c3ccccc32)c1
    -3	-24	-11	-4	-7	8	-1	2	14
O=C(NCc1cccs1)c1nc(-c2cccs2)no1
    4	-15	-3	-19	0	10	4	0	-5
